Source: PubChem BioAssay
RAD54 branch: inhibitors of human RAD54 branch migration; AID 602329; hit rate 0.14% among 360,000; inhibition, % at 10.4 µM; RAD54 Holliday junction branch migration, FAM/BHQ fluorescence;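 active means mean normalized replicate activity at least 40 and at least half of replicates scoring 40 or more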;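 further: 0% = median of neutral control wells and 100% = median of positive control wells; inhibitors cause a drop in the FAM fluorescence signal; in these data hits start at about 50%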
Target sequence (Q92698 whole entry, looked up): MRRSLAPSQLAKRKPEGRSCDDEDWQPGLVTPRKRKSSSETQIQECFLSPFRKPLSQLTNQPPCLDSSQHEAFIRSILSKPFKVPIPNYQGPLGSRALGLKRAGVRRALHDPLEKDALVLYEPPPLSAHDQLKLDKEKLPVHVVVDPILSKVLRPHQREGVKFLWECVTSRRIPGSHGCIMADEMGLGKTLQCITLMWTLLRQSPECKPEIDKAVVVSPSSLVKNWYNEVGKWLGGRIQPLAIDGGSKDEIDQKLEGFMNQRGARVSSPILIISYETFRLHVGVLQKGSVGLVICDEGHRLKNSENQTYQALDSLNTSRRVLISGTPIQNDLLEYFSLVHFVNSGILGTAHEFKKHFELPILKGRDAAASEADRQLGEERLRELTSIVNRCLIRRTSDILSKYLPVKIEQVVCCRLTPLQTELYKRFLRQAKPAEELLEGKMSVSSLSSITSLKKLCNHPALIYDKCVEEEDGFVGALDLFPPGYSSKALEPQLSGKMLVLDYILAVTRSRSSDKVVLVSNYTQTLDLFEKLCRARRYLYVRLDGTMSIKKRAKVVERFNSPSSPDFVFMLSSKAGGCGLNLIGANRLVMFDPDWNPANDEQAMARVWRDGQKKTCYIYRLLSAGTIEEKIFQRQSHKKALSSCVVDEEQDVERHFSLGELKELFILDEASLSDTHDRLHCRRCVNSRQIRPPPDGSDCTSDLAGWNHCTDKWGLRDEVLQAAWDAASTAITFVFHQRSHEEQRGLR
INS-1E GSIS act: primary screen for activators of insulin secretion dependent on glucose, INS-1E cells, GLuc reporter luminescence; INS-1E GLuc reporter insulin secretion, 2-3 h; activation, % at 16.6 µM; hit rate 0.61% among 370,000;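 active means lowest replicate activation of at least 40%, so every replicate reaches that level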;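 further: 0% = median of neutral control wells and 100% = median of IBMX positive control wells; some compounds called inactive have numbers as strong as hits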
Starred values were filed as active, the others as inactive. Not all compounds are listed (hit frequency here may not be typical).

SMILES | RAD54 branch | INS-1E GSIS act
CCOC(=O)C1=C(C)NC2=C(C(=O)CCC2)C1c1cccnc1 (configuration not stated) | -2 | 15
O=C(c1ccc(S(=O)(=O)N2CCOCC2)cc1)N1CCN(c2ccc(F)cc2)CC1 | 3 | 13
CNC(=O)C(C)NS(=O)(=O)c1ccc(F)cc1 (configuration not stated) | -2 | 6
C=CCn1c(SCC(=O)N2CCCC2)nc2scc(-c3cccs3)c2c1=O | -13 | 48
CCOC(=O)N1CCC(NC(=O)c2cc(C(=O)NCC(OC)OC)ccc2CO)CC1 | -4 | 19
O=C(c1cc(S(=O)(=O)N2CCOCC2)ccc1F)N1CCN(Cc2ccccc2)CC1 | -3 | -1
COc1ccc(-n2c(-c3cnccn3)n[nH]c2=S)cc1 | -3 | 11
N#CC1=C2SCC(O)(c3ccccc3)N2C(=O)CC1c1ccccc1 (configuration not stated) | -6 | -21
Cc1nnc(SCc2ccccc2)n1N | -7 | 13
COc1ccc(CN(C(=O)c2ccco2)c2ccccc2)cc1 | -5 | 1
C=CCn1c(-c2ccoc2)n[nH]c1=S | -1 | 26
Cc1cc(C)n2nc(SCC(=O)N(C)C)nc2n1 | 4 | 14
O=C(NCc1cccc(C(F)(F)F)c1)C1CCCN(c2ncccn2)C1 (configuration not stated) | 1 | 5
COc1ccc(-c2cc(O)cc(O)c2)cc1 | -1 | 12
CC1(C)COC(c2cc([N+](=O)[O-])ccc2Cl)=N1 | 1 | 0
CCOc1cc(S(=O)(=O)NCCc2cccc(C)c2)c(OCC)cc1-n1cnnn1 | 1 | -35
O=[N+]([O-])c1ccc(N/N=C/c2c[nH]c3ccccc23)c(S(=O)(=O)Nc2ccc(Cl)cc2)c1 | 3 | 3
[2H]c1c([2H])c([2H])c(-c2nc(N3CCCCCC3)sc2C(=O)c2ccccc2)c([2H])c1[2H] | -5 | -16
COc1ccccc1CN(Cc1cc2cc3c(cc2[nH]c1=O)OCCO3)Cc1nnnn1Cc1ccco1 | -38 | 6
COc1cc(C2CC(=O)C=C(O)C2)cc(OC)c1OC (configuration not stated) | -12 | 21
CCC(C)[C@H](NC(=O)OC(C)(C)C)C(=O)N/N=C/c1ccc2nccnc2c1 (some centres not stated) | 1 | 0
CCN1CCCC1CNc1ncnc2c1[nH]c1ccc(Cl)cc12 (configuration not stated) | 31 | 31
O=C1c2ccccc2C(=O)N1c1cccnc1 | -4 | 7
CCOC(=O)c1sc(NC(=O)Nc2ccc(Cl)cc2)nc1C | 3 | 13
CCOc1cc(-c2noc(N)c2C(=O)OC)cc(OCC)c1OCC | 5 | 16

4 records picked at random from those above:
SMILES | RAD54 branch | INS-1E GSIS act
O=C(NCc1cccc(C(F)(F)F)c1)C1CCCN(c2ncccn2)C1 (configuration not stated) | 1 | 5
O=C(c1cc(S(=O)(=O)N2CCOCC2)ccc1F)N1CCN(Cc2ccccc2)CC1 | -3 | -1
CNC(=O)C(C)NS(=O)(=O)c1ccc(F)cc1 (configuration not stated) | -2 | 6
CCOC(=O)C1=C(C)NC2=C(C(=O)CCC2)C1c1cccnc1 (configuration not stated) | -2 | 15

The listing continues:
SMILES | RAD54 branch | INS-1E GSIS act
CC(C)OC(=O)c1cccc(C(=O)Oc2ccccc2)n1 | -7 | 32
COc1cc(C2NC(=O)NC(C)=C2C(=O)OC2CCCC(C)C2)ccc1O (configuration not stated) | -8 | -19
O=C(Cc1c(F)c(F)c(F)c(F)c1F)OC12CC3CC(C1)C(=O)C(C3)C2 | -19 | -29
CC(C(=O)NCc1ccccn1)N1C(=O)c2ccccc2C1=O (configuration not stated) | -6 | -8
CCOC(=O)/C(C#N)=C/C1=C(N2CCCC2)CC(C)(C)OC1 | 6 | 20
Cc1sc2nc(CN(Cc3ccccc3)C(=O)NC3CCCCC3)[nH]c(=O)c2c1C | -7 | -38
O=C(NCc1ccco1)c1ccc(COc2ccccc2Cl)cc1 | -8 | -11
CC(=O)Nc1ccccc1-c1nc2ccccc2nc1OCC(=O)c1ccc2ccccc2c1 | -5 | 7
CSc1ncccc1C(=O)OCC(=O)NC(N)=O | 7 | -5
O=S(=O)(Cc1ccccc1)N1CCN(Cc2ccc3c(c2)OCO3)CC1 | 0 | 3
Cc1cc(C)c(C)c(OCCCn2ccnc2)c1 | -3 | -5
Cn1c(NCc2cc(Br)ccc2O)nc2ccccc21 | 0 | -26
O=C(c1cc(-c2ccccc2Cl)on1)N1CCN(C(=O)c2ccco2)CC1 | -3 | 1
Cc1ccc2c(c1)NC(C(C)(C)C)CO2 (configuration not stated) | -5 | 8
CC1Cc2ccccc2N1C(=O)C1CCN(S(=O)(=O)c2cccs2)CC1 (configuration not stated) | -6 | 20
O=C1C(Cl)=C(NCC2CCCO2)C(=O)N1C1CCCCC1 (configuration not stated) | 1 | -15
O=C(O)c1ccc(COc2ccccc2Cl)cc1 | 0 | 1
CC(=O)c1c(C)c[nH]c1C | 2 | -1
Cc1cc(/C=C2\SC(N)=NC2=O)c(C)n1-c1ccccc1 | 8 | 22
CCOc1cc(CNc2ccc3cn[nH]c3c2)ccc1OC | 35 | 8
CCOC(=O)C1=C(CN2CCSCC2)NC(=O)NC1c1cc(C)ccc1C (configuration not stated) | -8 | 4
CC(C(=O)Nc1ccccc1-c1ccccc1)N1CCCCC1 (configuration not stated) | 2 | 1
CCOC(=O)c1cnn(-c2ccccn2)c1N | 2 | 26
CC(C)Cn1c(O)c(N=NC(=O)c2cccc(S(=O)(=O)N3CCCCC3)c2)c2ccccc21 | 2 | 4
Cc1cc(C(=O)N/N=C2\CCCC(=O)C2)c2ccccc2n1 | -13 | 17
SMILES | RAD54 branch | INS-1E GSIS act
O=C(NC(=S)Nc1ncc(Br)cc1Br)c1cncc(Br)c1 | -10 | 14
Cc1ccc(SCc2cc(-c3ccc(Cl)cc3)on2)cc1 | 0 | 2
COc1cc2c(cc1OC)C(=O)CC(C)S2 (configuration not stated) | 2 | 37
CC1(C(=O)OCC(=O)c2c[nH]c3ccccc23)CC1(Cl)Cl (configuration not stated) | 14 | 4
O=C(COc1ccc(Br)cc1)N(Cc1ccccc1)c1ccccn1 | -8 | -33
Cn1c(=O)c2c(nc(SCC(=O)N3c4ccccc4CCc4ccccc43)n2C)n(C)c1=O | -7 | -5
CC(C)(C)NC(=O)Cn1cnc([N+](=O)[O-])n1 | -5 | 4
COc1ccc(OC)c(NC(=O)CSc2nnc(CCCO)n2-c2ccccc2)c1 | 1 | 14
CCNC(=S)NCCN1CCCCC1 | 7 | 20
COC(=O)c1cn(NC(=O)c2ccc3c(c2)OCO3)c(=O)c2ccccc12 | 18 | 5
CCOC(=O)c1ccc(NC(=O)CC2C(=O)N(c3ccccc3)C(=O)N2CCCOC)cc1 (configuration not stated) | 3 | 4
CC(CC1CC(C)(C)OC1=O)C(=O)Nc1nncs1 (configuration not stated) | -3 | 2
COc1ccccc1-n1c(SCC(=O)Nc2nnc(C)s2)nc2c(c1=O)SCC2 | 14 | -1
O=c1[nH]ncn2cccc12 | 4 | 2
COc1cc2c(OC)cccc2cc1C(=O)O | -5 | 15
O=C(CCS(=O)(=O)c1ccc(Br)s1)NCc1cccs1 | 1 | 17
CNC(=O)c1snnc1-c1ccccc1 | 1 | 27
COc1cc(CN/C(C)=C(\C#N)C(N)=O)cc(OC)c1OC | -2 | -9
COc1cc2c(cc1NC(=O)CSc1nnc(COc3ccc(Cl)cc3)n1C)oc1ccccc12 | 2 | 8
Brc1ccc(Nc2c3c(nc4ncnn24)CCC3)cc1 | 17 | 7
Cc1nc2ccccn2c1C(=O)CSc1ccccc1Cl | -5 | -9
NC(=O)C1CCN(c2nc(-c3ccccc3)nc3ccccc23)CC1 | 11 | 58*
COC(=O)Cc1nc2ccccc2[nH]1 | 2 | 10
O=C(CSc1nc2ccccc2[nH]1)Nc1ccc2c(c1)OCCO2 | 3 | 9
COc1ccc(CN2C(=O)CN(C3CCCCCC3)C(=O)C2c2ccc(F)cc2)cc1 (configuration not stated) | 3 | -33

3 entries already listed, sorted by the value under INS-1E GSIS act, descending:
| canonical_smiles | INS-1E GSIS act |
| --- | --- |
| CCOC(=O)c1cnn(-c2ccccn2)c1N | 26 |
| COc1cc(C2CC(=O)C=C(O)C2)cc(OC)c1OC (configuration not stated) | 21 |
| CC(C(=O)Nc1ccccc1-c1ccccc1)N1CCCCC1 (configuration not stated) | 1 |

INS-1E GSIS act, entries above that show a hit
smiles,INS-1E GSIS act
NC(=O)C1CCN(c2nc(-c3ccccc3)nc3ccccc23)CC1,58*

Later entries:
SMILES | RAD54 branch | INS-1E GSIS act
COc1cccc(N/C(N)=N/c2nc(C(F)(F)F)cc(=O)[nH]2)c1 | -6 | 37
CC(C)(C)NC(=O)/C(=C\c1ccc(Br)cc1)NC(=O)c1cccs1 | -26 | -11
N#CCC(CNc1ncc(C(F)(F)F)cc1Cl)OC(=O)c1cccc([N+](=O)[O-])c1 (configuration not stated) | -2 | -36
Cc1cc(C)c(C)c(S(=O)(=O)NCC(=O)N2CCCC2)c1C | -1 | 39
CCOc1cc(C)c(C(C)C)cc1S(=O)(=O)N1CCOCC1 | 10 | 10
Cc1ccc(C(=O)Nc2ccc(C(=O)/C=C/c3cccs3)cc2)cc1 | 7 | 32
O=C(O)C1C2C=CC(C2)C1C(=O)OC1CC2CCC1C2 (configuration not stated) | -4 | -10
COc1cc(CNCCN2CCOCC2)ccc1OCc1ccc(Cl)cc1Cl | 17 | -13
O=S(=O)(c1cccc(Cl)c1Cl)N1CCCCC1 | 9 | -2
CCCCSc1nnc([C@H](C)NC(=O)OC(C)(C)C)o1 | -17 | 5
Cc1ccc2cc(C)c(NCCO)nc2c1 | -8 | -4
COc1ccc(OC)c(NC(=O)c2sc3nc(Cc4ccccc4)cc(C(F)(F)F)c3c2N)c1 | -21 | 36
CCC1Oc2ccc(C)cc2N(CC(=O)NCCN2C(C)CCCC2C)C1=O (configuration not stated) | 1 | -4
CCOc1ccc(N(CC(=O)NC2CCCCC2)C(=O)CNC(=O)c2ccco2)cc1 | -2 | 0
CCOC(=O)c1[nH]c(C)c(C(=O)NCc2ccccn2)c1C | 9 | -3
CCC(c1nc2ccccc2c(=O)n1CCCn1ccnc1)N1C(=O)c2ccccc2C1=O (configuration not stated) | 6 | 16
Cc1ccc(S(=O)(=O)c2cc3cc(Br)ccc3oc2=O)cc1 | -3 | 9
O=C(Nc1nccs1)c1cc(N2CCOCC2)nc2ccccc12 | -6 | 46*
Cc1ncoc1C(=O)Nc1ccc2c(c1)OCCO2 | -3 | -2
Cc1ccc(S(=O)(=O)C2(C(=O)NC3CCCC3)CC2)cc1 | 9 | -7
CCOC(=O)c1c(-c2ccccc2)csc1NC(=O)CSc1nnnn1C | -11 | -17
Cc1ccc(Cl)cc1NC(=O)CSc1nnc(C)n1-c1ccccc1 | 4 | -13
COc1ccc(CN2CCOCC2)c(C)c1C | -11 | 15
CSc1ccc(Cl)c(C(=O)NCCOc2cc(C(C)C)ccc2C)c1 | -2 | -28
COC(=O)c1ccccc1NC(=O)c1ccccc1N(C)S(C)(=O)=O | 1 | 5

Entries of single compounds, looked up by structure:
`Cc1ccc(C(=O)Nc2ccc(C(=O)/C=C/c3cccs3)cc2)cc1` across the screens: RAD54 branch: 7; INS-1E GSIS act: 32
`CCOc1ccc(N(CC(=O)NC2CCCCC2)C(=O)CNC(=O)c2ccco2)cc1` across the screens: RAD54 branch: -2; INS-1E GSIS act: 0

Next part
SMILES | RAD54 branch | INS-1E GSIS act
O=C(OCn1cncn1)c1ccc(Cl)cc1Cl | 10 | 11
CCOC(=O)C1CCCN(CCC(=O)Nc2ccc(C)cc2)C1 (configuration not stated) | -1 | 3
O=C(Nc1cc(C(F)(F)F)ccc1N1CCOCC1)c1ccc(Br)o1 | -7 | -5
COc1ccc(/C=C/C(=O)Nc2ccc3c(c2)OCCO3)cc1OC | 9 | 54*
Nc1cc(N)nc(SCCOc2ccccc2F)n1 | -4 | -10
Nc1nnc(-c2ccc(Cl)cc2)s1 | 3 | 25
O=C(c1ccc2c(c1)OCCO2)C1CCN(S(=O)(=O)c2ccc(F)cc2)CC1 | 4 | -3
COc1ccc(CCC(C)Nc2cccc(F)c2)cc1 (configuration not stated) | -6 | -1
COc1ccc(C(=O)Nc2nnc(-c3cccs3)s2)cc1 | 13 | 72*
COCCCNC(CC(=O)Nc1ccc(OC)cc1OC)C(=O)O (configuration not stated) | 1 | 26
Nc1c(C(=O)c2ccc(Br)s2)oc2ccccc12 | 0 | 4
CCC(c1nnnn1CCOC)N1CCN(Cc2ccccc2)CC1 (configuration not stated) | -8 | 4
FC(F)(F)c1cccc(Cn2nnnc2-c2ccc(Cl)cc2)c1 | -7 | -22
COc1ccc(CCNC(=O)c2ccc(CS(=O)(=O)c3ccc(Cl)cc3)o2)cc1OC | 6 | -6
O=C(CCN1C(=O)COc2ccccc21)NCc1ccco1 | -11 | 1
CN(N)c1nc(-c2ccccc2)nnc1C(F)(F)F | 1 | 4
Cc1ccc(CNC(=O)C2CCN(S(=O)(=O)N3CCOCC3)CC2)cc1 | 8 | 14
Cc1cc(C)nc(-n2nc(C)cc2NC(=O)CN2CCC(C)CC2)n1 | 1 | 39
Cc1cccc(-c2nnc(SCC(=O)NCc3ccc4c(c3)OCO4)n2C)c1 | 2 | -8
O=C(N/C(=C/c1cccs1)c1nc2ccccc2[nH]1)c1ccccc1 | -3 | 16
CSc1cccc(NC(=O)CN(Cc2ccc(Cl)cc2)S(C)(=O)=O)c1 | -2 | -34
COc1ccc(CC(=O)N2CCc3ccccc32)cc1 | 0 | -3
Cc1no[n+]([O-])c1COc1ccccc1/C=C1\NC(=S)NC1=O | -10 | 14
CSc1nc(Oc2cccc(C(F)(F)F)c2)cc(C(F)(F)F)n1 | -10 | -4
CC1CC(=O)NN=C1c1ccc(N(C)C)c([N+](=O)[O-])c1 (configuration not stated) | 2 | 28
